# M. tuberculosis HTS = M. tuberculosis growth inhibition, HTS (AID 449762) | 330,000 tested, 0.59% active | M. tuberculosis H37Rv growth inhibition, 7H9 media; higher % means a stronger effect | inhibition, % at 25 µM; hits with a dose series show IC50 in µM; in the data active = a potency from the dose series; inconclusive = inhibition above about 70% without an active follow-up result;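 also: bacterial growth assessed after seven days of incubation; strong numbers were not always called active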
# VEEV TC-83 Vero = inhibitors of VEEV TC-83 cytopathic effect, confirmation, Vero cells (AID 588727); Vero cells, VEEV TC-83 cytopathic effect inhibition; higher % means a stronger effect; inhibition, % at 20 µM, or IC50 in µM where a hit was titrated; 350,000 tested, 0.13% active; in the data active = a potency from the dose series; inconclusive = inhibition mostly from about 14% at the one dose, without a potency; inactive = the rest, 99 in 100 with inhibition below about 12%; also: strong numbers were not always called active
# tuberculosis growth = growth inhibition of non-replicating M. tuberculosis (AID 488890). one-dose inhibition, % at 25 µM; IC50 in µM for titrated hits. 320,000 tested, 0.39% active. Mycobacterium tuberculosis non-replicating, growth inhibition; higher % means a stronger effect; in the data active = a potency from the dose series; inconclusive = inhibition mostly from about 82% at the one dose, without a potency; inactive = the rest, 99 in 100 with inhibition below about 76%;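 also: plate controls were DMSO cells for no effect and high antibiotic wells for full effect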
# PhoP GFP inhibition = PhoP regulon inhibitors, Salmonella typhi PhoP promoter GFP reporter, confirmatory (AID 1850) | 310,000 tested, 0.33% active | Salmonella Typhi PhoP-promoter GFP reporter, fluorescence, 4 h; higher % means a stronger effect | inhibition, % at 50 µM, or IC50 in µM where a hit was titrated; in the data active = a potency from the dose series; inconclusive = inhibition mostly from about 25% at the one dose, without a potency; inactive = the rest, 99 in 100 with inhibition below about 19%;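 also: 0% = induced wells with vehicle and 100% = uninduced wells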
# influenza NS1A = H1N1 influenza NS1A inhibitors, functional cell based assay (AID 504329). NS1A functional cell-based assay, percent inhibition; higher % means a stronger effect. one-dose inhibition, % at 12.5 µM; IC50 in µM for titrated hits. 340,000 tested, 0.3% active; in the data active = a potency from the dose series; inconclusive = inhibition above about 27% without an active follow-up result; also: strong numbers were not always called active
# VEEV TC-83 Vero 10K pilot screen = recorded beside VEEV TC-83 Vero, whose call it bears; inhibition, %; measured here: 10K pilot screen inhibition
# * marks the source's active call; other numbers are inactive results; i = inactive; ? = inconclusive; nt = no result given.
SMILES,M. tuberculosis HTS,VEEV TC-83 Vero,tuberculosis growth,PhoP GFP inhibition,influenza NS1A,others
O=C(Nc1ccccc1)c1ccc(OC(=O)c2cc3ccccc3o2)cc1,67%,2.1%,45%,2%,-3%,
O=C(Oc1ccc(Br)cc1C(=S)N1CCCC1)c1ccccc1Cl,-3%,7.2%,11%,8%,5%,
O=S(=O)(NC1CC2CCC1C2)c1ccc(Br)s1 (stereo not given),4%,i,25%,7%,-4%,
COc1ccc(-c2cc3ccc(OCC(C)=O)cc3oc2=O)cc1OC,1%,1.9%,7%,3%,-1%,
Cn1c(=O)c2cc(S(=O)(=O)NC(C(=O)NCc3cccnc3)c3ccccc3)ccc2n(C)c1=O (stereo not given),1%,0.7%,4%,-2%,6%,
CSc1cnc2c(=O)[nH]c(=O)n(C)c2n1,-5%,i,1%,-2%,13%,
N#Cc1ccc(-c2csc(NC(=O)C3CC3)n2)cc1,6%,9.4%,1%,-3%,2%,
CC(=O)Nc1ccc(NC(=O)C(=O)NCC(c2ccco2)N2CCc3ccccc3C2)cc1 (stereo not given),8%,3.3%,34%,13%,-6%,
NCC(=O)NCC(=O)NC[C@H]1O[C@@H](n2cnc3c(N)ncnc32)[C@H](O)[C@@H]1O,nt,0.5%,nt,nt,2%,
N#CC(C#N)=Cc1cc2ccccc2nc1N1CCOCC1,12%,0.2%,49%,6%,-5%,
Cc1ccc(NC(=O)C/C(N)=N/O)cc1Cl,?,1.5%,35%,10%,-9%,
COc1cc2c(cc1OC)CN(C(=O)c1ccc([N+](=O)[O-])o1)CC2,?,4.6%,1.3µM*,7%,-1%,
O=C(c1ccccc1F)N1C[C@H]2C[C@@H](C1)c1cccc(=O)n1C2,-4%,0.9%,14%,12%,2%,
Nc1c(C(=O)c2ccccc2)oc2ccccc12,8%,0.9%,20%,-3%,-2%,
CC(C(=O)N1CCCCCC1)N(c1ccc(Cl)cc1)S(C)(=O)=O (stereo not given),6%,i,1%,-4%,-4%,
CS(=O)(=O)N1CCN(c2ccc(NC(=O)COc3ccccc3)cc2)CC1,-4%,1.0%,-5%,0%,nt,
CC(=O)N=c1sc(C(C)(C)C)c(C)n1C,-1%,1.1%,-2%,1%,14%,VEEV TC-83 Vero 10K pilot screen=0.1
Cc1ccc(NC(=O)CN2C(=O)NC(C)(CC(C)C)C2=O)c(Br)c1 (stereo not given),-2%,i,25%,nt,-18%,
Brc1ccccc1OCCCN1CCCC1,0%,i,18%,2%,-29%,
COc1ccc(N2C(=O)CCC(C(C)=O)=C2C)cc1,-7%,i,7%,2%,-3%,VEEV TC-83 Vero 10K pilot screen=0.9
CCOc1ccc(NC(=O)CCS(=O)(=O)c2ccc(Br)cc2)cc1,53%,1.0%,-3%,-10%,-4%,
C=CCNC(=S)N1CCC(C(=O)c2ccc(C)cc2)CC1,0%,0.2%,-6%,9%,19%,
O=C(O)CCn1cc(/C=N/O)c(-c2cccc([N+](=O)[O-])c2)n1,-1%,1.3%,-5%,1%,3%,
CC(=NO)C1CCC2C3CCC4=CC(=NO)CCC4(C)C3C(O)CC12C (stereo not given),nt,7.6%,nt,nt,-1%,
CCN1C(=O)c2ccc(C(=O)Nc3c(C)cc(C)cc3C)cc2C1=O,1%,1.8%,-17%,-9%,-3%,
Cc1cc2c(C)nc(N/N=C/c3ccc(F)cc3)nc2o1,8%,0.4%,-11%,-4%,6%,
COC(=O)N/N=C/c1ccccc1OCc1ccccc1,-5%,0.3%,-16%,-7%,-6%,
Cc1ccc(C)c2sc(N3CCN(C(=O)c4ccc([N+](=O)[O-])o4)CC3)nc12,?,8.9%,78%,0%,10%,
O=C(Oc1cc(=O)n2ccccc2n1)c1ccccc1,-15%,1.1%,-19%,-3%,-2%,
CN1CCN(c2ccc(S(C)(=O)=O)cc2[N+](=O)[O-])CC1,-8%,0.5%,-5%,-5%,-5%,

# Among those listed so far, 4 contain a nitro group on carbon:
SMILES,M. tuberculosis HTS,VEEV TC-83 Vero,tuberculosis growth,PhoP GFP inhibition,influenza NS1A,others
COc1cc2c(cc1OC)CN(C(=O)c1ccc([N+](=O)[O-])o1)CC2,?,4.6%,1.3µM*,7%,-1%,
O=C(O)CCn1cc(/C=N/O)c(-c2cccc([N+](=O)[O-])c2)n1,-1%,1.3%,-5%,1%,3%,
Cc1ccc(C)c2sc(N3CCN(C(=O)c4ccc([N+](=O)[O-])o4)CC3)nc12,?,8.9%,78%,0%,10%,
CN1CCN(c2ccc(S(C)(=O)=O)cc2[N+](=O)[O-])CC1,-8%,0.5%,-5%,-5%,-5%,

# The listing continues:
SMILES,M. tuberculosis HTS,VEEV TC-83 Vero,tuberculosis growth,PhoP GFP inhibition,influenza NS1A,others
O=C(c1ccco1)N1CCN(Cc2nnc(-c3ccccc3)o2)CC1,-2%,0.5%,30%,-6%,12%,
CC1CCC(NC(=O)CN2CCN(S(=O)(=O)c3cccs3)CC2)CC1 (stereo not given),-1%,3.8%,1%,nt,-5%,
CN(CC(=O)Nc1ccccc1Br)C(=O)CCCSc1nc2ccccc2[nH]1,-6%,1.0%,-2%,3%,2%,
Nc1ccc(Oc2ccc([N+](=O)[O-])cc2[N+](=O)[O-])cc1,5%,0.3%,30%,0%,-16%,
O=C(NC1CCCC1)C(c1cccnc1)N(CCc1ccccc1)C(=O)c1ccco1 (stereo not given),4%,2.0%,26%,5%,nt,
COc1ccc(CCN2CC(C(=O)N(C)CCOc3ccccc3)CCC2=O)cc1 (stereo not given),10%,0.9%,14%,9%,0%,
Clc1ccccc1Cc1noc(CN2CCN3CCCC3C2)n1 (stereo not given),1%,1.9%,19%,0%,3%,
C#CCOCCOCCOCCNc1nc(N2CCN(C(=O)CCCCCCCCCCNC(=O)[C@@H](CCC(=O)O)n3cc(CCCCCN)nn3)CC2)nc(N2CCN(C(=O)CCCCCCCCCCNC(=O)[C@@H](CCC(=O)O)n3cc(CCCCCN)nn3)CC2)n1,1%,0.9%,-5%,-9%,1%,
CC(OC(=O)CNS(=O)(=O)c1ccc(C#N)cc1)C(=O)Nc1ccc(Cl)cn1 (stereo not given),3%,7.1%,-7%,4%,-6%,
CN(C)S(=O)(=O)c1ccc(C(=O)N2CCN(S(=O)(=O)c3ccc4c(c3)OCCO4)CC2)cc1,nt,i,nt,nt,-2%,
COC(=O)c1ccc2c(=O)n(CCCN3CCCC3=O)c(=S)[nH]c2c1,-7%,0.6%,-9%,-1%,7%,
COc1ccc(NC(=O)C(C)N=C2NS(=O)(=O)c3ccccc32)cc1S(N)(=O)=O (stereo not given),-5%,0.4%,-9%,nt,-3%,
COCCNC(=O)CSc1nc(-c2ccc(OC)c(OC)c2)cc(C(F)(F)F)n1,1%,3.4%,-5%,1%,-5%,
O=c1[nH]c(=S)n(-c2ccccc2F)c(O)c1C=NCCN1CCNCC1,-2%,0.7%,1%,-7%,-2%,
CN(C(=O)COC(=O)c1cn(C)c2ccccc12)C1CCCCC1,2%,i,22%,nt,-7%,
Cc1ccc(-n2c(P(C)(=O)O)nc3ccccc32)cc1,4%,0.5%,2%,10%,-18%,
CCc1ccccc1N1C(=O)CC(N2CCc3ccccc32)C1=O (stereo not given),-7%,1.5%,-1%,4%,4%,
Cc1ccc(-n2nnnc2CSc2nnc(-c3ccc(O)cc3)o2)cc1,-5%,0.6%,41%,-5%,0%,
COc1ccc(CC(=O)OCC(=O)c2ccc(F)cc2)cc1,-10%,0.7%,17%,nt,-23%,
CCOC(=O)CSCC(=O)Nc1ccc(S(=O)(=O)N2CCCCC2)cc1,-3%,i,68%,5%,-3%,
CC(=O)c1sc(=S)n(-c2ccccc2)c1C,1%,i,-3%,9%,7%,
COc1ccccc1CNC(=O)c1cc(S(=O)(=O)N2CCCCC2)c[nH]1,-10%,2.1%,8%,22%,-6%,
CC12CCC3C(CC=C4CC(O)CCC43C)C1C/C(=C\c1ccccc1F)C2=O (stereo not given),?,0.2%,?,-5%,0%,
O=[N+]([O-])c1ccc(-c2cn3c(n2)SCC3)cc1,-3%,i,-2%,9%,nt,
Cn1c(=O)c2c(nc(NCCO)n2CCCc2ccccc2)n(C)c1=O,6%,0.7%,0%,2%,-1%,
CCCCC(SCC(=O)Nc1ccccc1)C(=O)O (stereo not given),-13%,1.3%,-4%,4%,2%,
CC(=O)Nc1ccc(N(CC(=O)NCC2CCCO2)C(=O)CCC(=O)Nc2cc(C)on2)cc1 (stereo not given),1%,0.8%,-1%,2%,3%,
CCNC(=O)CC1C(=O)N(CC)C(=S)N1NC(=O)c1ccc(Cl)cc1 (stereo not given),4%,i,5%,-8%,-17%,
C[C@]12CC[C@H](O)C[C@H]1CC[C@@H]1C2CC[C@]2(C)[C@@H](C3=CC(=O)OC3)[C@@H](O)C[C@]12O (stereo not given in full),-8%,>13µM*,-4%,nt,-3%,
CCN(CCCNC(=O)CCCCn1c(=O)[nH]c2ccccc2c1=O)c1ccccc1,9%,9.8%,31%,-4%,5%,
Cc1ccc(Cl)cc1NC(=O)COC(=O)CC1CC2CCC1C2 (stereo not given),-3%,0.7%,nt,7%,-2%,
O=C(NCCCN1CCOCC1)c1ccc2c(c1)N(Cc1ccccc1)CCS2,13%,0.1%,10%,-2%,4%,
CCn1c2ccccc2c2cc(NC(=O)C(C)C)ccc21,-3%,0.6%,-7%,-1%,-5%,
CC(C)(C)NS(=O)(=O)c1ccc(CCC(=O)Nc2cc(Cl)ccc2Oc2ccccc2)cc1,17%,3.6%,26%,3%,-6%,
COc1cccc(/C=C/C(=O)OCC(=O)c2c[nH]c3ccccc23)c1OC,3%,1.5%,6%,-2%,-2%,
Clc1ccccc1-c1nc(-c2ccccc2)n[nH]1,-3%,0.9%,5%,0%,-7%,
O=S(=O)(Nc1ccncc1Cl)c1ccc2ccccc2c1,12%,2.1%,24%,-2%,2%,
Cc1ccc(C)c(SCC(=O)Nc2cccc(S(=O)(=O)NC3=NCCCCC3)c2)c1,-5%,3.9%,19%,-4%,8%,
Cc1cccc(N2CCN(C(=O)Cn3nc(Cc4ccncc4)c4ccccc4c3=O)CC2)c1C,5%,7.8%,5%,-7%,2%,
Cc1nnc(Oc2ccccc2)c2ccccc12,3%,0.8%,36%,-3%,1%,
c1ccc(Cn2nnnc2C(c2ccncc2)N2CCOCC2)cc1 (stereo not given),-3%,0.6%,-4%,4%,1%,
COC(=O)C1CN(C(=O)C(C)Oc2cccc(C)c2C)c2ccccc2O1 (stereo not given),6%,i,-7%,-4%,1%,
CCOc1ccc(NC(=S)NC(=O)c2cccnc2)c([N+](=O)[O-])c1,6%,0.1%,36%,5%,0%,
O=C(Nc1nnc(-c2ccc3c(c2)CCCC3)o1)C1CCCCC1,57%,0.9%,nt,nt,-10%,
O=C(CN1CCN(C/C=C/c2ccccc2)CC1)NCc1ccccc1,-6%,2.0%,-18%,-1%,-11%,
O=C(Cc1ccccc1)N(c1ccc(F)cc1)C1C=CS(=O)(=O)C1 (stereo not given),0%,i,0%,0%,-1%,
O=Cc1cn(CCCOc2ccccc2)c2ccccc12,28%,2.1%,57%,-5%,-15%,
CCCCCC(=O)Nc1nc(C)c(-c2csc(Nc3ccc(Cl)cc3)n2)s1,?,3.3%,35%,-6%,8%,
CC(C)CCNC(=O)C(C)N(C(=O)c1snc(C(N)=O)c1N)c1cnc2ccccc2c1 (stereo not given),0%,1.1%,14%,5%,4%,
O=[N+]([O-])c1ccc([N+](=O)[O-])c(Nc2ccc(N3CCOCC3)cc2)c1,-4%,0.9%,-3%,-1%,0%,
O=c1cc2c(nn1Cc1ccccc1Cl)-c1ccccc1CC2,2%,0.3%,64%,-15%,5%,
COc1ccc(C=O)cc1C1=CC(=O)C[C@H](c2ccc(Cl)cc2)C1,2%,0.5%,0%,nt,10%,
O=C(NC(=S)Nc1ccc2[nH]c(=O)[nH]c2c1)c1ccccc1Cl,-7%,1.0%,-8%,-4%,-13%,

# Not a retest: an excerpt of the list.
SMILES,M. tuberculosis HTS,VEEV TC-83 Vero,tuberculosis growth,PhoP GFP inhibition,influenza NS1A,others
O=C(Cc1ccccc1)N(c1ccc(F)cc1)C1C=CS(=O)(=O)C1 (stereo not given),0%,i,0%,0%,-1%,
O=Cc1cn(CCCOc2ccccc2)c2ccccc12,28%,2.1%,57%,-5%,-15%,
CCCCCC(=O)Nc1nc(C)c(-c2csc(Nc3ccc(Cl)cc3)n2)s1,?,3.3%,35%,-6%,8%,
CC(C)CCNC(=O)C(C)N(C(=O)c1snc(C(N)=O)c1N)c1cnc2ccccc2c1 (stereo not given),0%,1.1%,14%,5%,4%,

# Screens deposited in PubChem BioAssay by Southern Research Specialized Biocontainment Screening Center.
